V-ATPase pHluor: alters yeast V-ATPase proton transport; S. cerevisiae, pHLuorin cytosolic pH fluorescence; response, % at 10 µM; actives 0.37% (n = 350,000); in the data active means response mostly above about 7.3%, no sharp cut-off; inactive means mostly below about 5.4%; further: actives read high; inactives centre near 0; some compounds called inactive have numbers as strong as hits
LANA DNA inh: blocks KSHV LANA C-terminal domain binding to DNA | inhibition, % at 9 µM | actives 0.078% (n = 340,000) | MBP-C-LANA/FAM-LBS DNA binding, fluorescence polarization | AID 504423;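 active means highest replicate inhibition at or above 60% at 9 µM, even if other replicates fall short; inactive means all replicates below 60% inhibition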;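 further: 0% = neutral control wells and 100% = 4 µM acridine orange control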
NSD2 HMT inh: blocks human histone methyltransferase NSD2; NSD2 peptide methylation, AlphaScreen, 120 min; O96028; AID 743445; inhibition, % at 12.5 µM; actives 0.54% (n = 310,000); in the data active means inhibition above about 50%
Arr AP2 block: blocks beta-arrestin peptide binding to AP2 adaptin | inhibition, % at 10 µM | FITC-arrestin peptide / GST-AP2 beads, flow cytometry; AP2 beta2 appendage carries R879A mutation | actives 0.31% (n = 340,000);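 active means inhibition above a set limit, near 3 SD of compounds lacking own fluorescence, cut at about 54% in these data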;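 further: plate controls were DMSO wells for no effect and 5 µM unlabelled arrestin peptide for full effect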
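System: GST-AP2 R879A glutathione beads | Also added: FITC-arrestin peptide, 50 nM | Times: 12 min plus 1 h, RT | Signal: Bead flow cytometry, FITC channel | Buffer or medium: PBS with 0.05% Tween 20 and 0.1% BSA | Read-out basis: Percent drop in bead-associated FITC signal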
Keap1 Nrf2 FP: Keap1-Nrf2 (human) interaction inhibition; actives 0.15% (n = 340,000); inhibition, % at 9.4 µM; Keap1 Kelch-Nrf2 peptide fluorescence polarization, 1536-well; Q14145; AID 504523; in the data active means inhibition above about 12%;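 further: human Keap1 Kelch domain with fluorescein labeled Nrf2 9mer peptide probe; 0% = neutral control wells and 100% = peptide positive control; higher means more block of Keap1 binding to Nrf2 peptide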
Target sequence (Q14145 whole entry, looked up, the tested form may be a part): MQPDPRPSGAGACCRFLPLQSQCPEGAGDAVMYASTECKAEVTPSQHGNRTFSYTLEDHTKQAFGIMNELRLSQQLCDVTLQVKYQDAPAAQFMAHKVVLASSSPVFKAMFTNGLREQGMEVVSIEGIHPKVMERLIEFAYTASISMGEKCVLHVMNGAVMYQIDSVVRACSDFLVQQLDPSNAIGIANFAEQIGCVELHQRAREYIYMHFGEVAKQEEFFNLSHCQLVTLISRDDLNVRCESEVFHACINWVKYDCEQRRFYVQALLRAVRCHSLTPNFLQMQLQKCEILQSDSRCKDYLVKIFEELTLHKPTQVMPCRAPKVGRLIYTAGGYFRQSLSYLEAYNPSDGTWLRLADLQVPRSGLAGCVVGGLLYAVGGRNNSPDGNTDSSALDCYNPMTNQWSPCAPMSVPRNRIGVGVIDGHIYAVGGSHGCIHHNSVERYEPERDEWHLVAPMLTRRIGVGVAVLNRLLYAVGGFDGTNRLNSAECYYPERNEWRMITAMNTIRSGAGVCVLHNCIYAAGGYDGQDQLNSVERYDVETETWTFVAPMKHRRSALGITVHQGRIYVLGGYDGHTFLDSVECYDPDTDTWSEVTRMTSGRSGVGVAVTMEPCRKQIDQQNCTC
CAL PDZ FP-1: CAL PDZ (human) peptide binding inhibition | inhibition, % at 24.9 µM | actives 0.92% (n = 300,000) | Q9HD26 | purified CAL PDZ, TMR-peptide fluorescence polarization, 1 h | AID 602252;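 active means mean inhibition of at least 30% with at least half of replicates also reaching 30%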;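 further: 0% = DMSO neutral control and 100% = excess unlabeled competitor peptide PRC23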
DAGLB inhibitor: blocks human DAGLB lipase activity. HEK293T DAGLB membrane lysate, EnzChek fluorogenic substrate. inhibition, % at 5.17 µM. actives 0.059% (n = 340,000). Q8NCG7. AID 504411; in the data active means inhibition above about 34%;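 further: 0% = enzyme with vehicle and 100% = wells lacking enzyme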
Cardiac RTF inh: cardiac RTF calcium desensitization. P19429+P45379. IANBD-labeled cardiac RTF, Ca2+ fluorescence. inhibition, % at 7.15 µM. actives 0.12% (n = 340,000). AID 493244;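 active means inhibition above the mean inhibition of all tested compounds plus 3 SD, cut at about 17% in these data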;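 further: assay run at fixed EC70 calcium of 1.6 mM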
Pemphigus Ab inh: human desmoglein-3 autoantibody binding inhibition; P32926; DSG3-coupled beads, scFv-anti-DSG3-GFP binding, flow cytometry; active compounds read low; binding (percent of control), % at 10 µM; actives 0.48% (n = 310,000);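 active means binding more than 3 SD below its plate's average and above zero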;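 further: hits lower antibody fragment binding to DSG3; some compounds called inactive have numbers as strong as hits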
CAL PDZ FP-2: blocks peptide binding to human CAL PDZ domain; Q9HD26; purified CAL PDZ, TMR-peptide fluorescence polarization, 1 h; inhibition, % at 20 µM; actives 0.02% (n = 330,000); AID 504414;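 active means highest replicate inhibition of at least 40%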;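 further: plate controls were DMSO neutral control wells for no effect and unlabeled competitor peptide control wells for full effect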
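Test system: tagged CAL PDZ domain / Buffer or medium: sodium phosphate/NaCl buffer pH 7.4 with TCEP, IgG, Thesit / Reagent: TMR-labelled reporter peptide T*-PRC34 bound in PDZ groove / Compound dosing: single point, 20 µM / Schedule: 1 h incubation at room temperature before polarization reading / Technique: fluorescence polarization (mP) / Benchmarks: unlabelled peptide, DMSO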
* = called active by the depositor; . = not tested or not shown.

SMILES	V-ATPase pHluor	LANA DNA inh	NSD2 HMT inh	Arr AP2 block	Keap1 Nrf2 FP	CAL PDZ FP-1	DAGLB inhibitor	Cardiac RTF inh	Pemphigus Ab inh	CAL PDZ FP-2
CCOC(=O)c1c(CC(C)C)csc1NC(=O)C(C)C	-1.6	-1.7	-4.1	-3.0	-5.9	-5.1	-8.1	-2.5	108.8	-1.0
CC(=O)OC1COC(n2ccc3ccccc32)C(OC(C)=O)C1OC(C)=O (stereo not given)	-5.0	-1.1	-4.1	0.6	-5.5	0.5	-0.7	-16.5	100.1	0.2
Clc1ccc(CSc2cnnc3ccccc23)cc1Cl	-0.3	-0.5	0.1	7.0	-2.0	0.7	-1.1	-1.9	102.5	-0.4
O=C1C=C(c2ccc3c(c2)OCO3)C[C@@H](c2ccc(F)cc2)C1	-7.3	1.5	.	7.0	-2.3	1.2	-12.6	-1.2	99.3	0.1
CCCCNc1nc(N(C)c2ccccc2)nc(-n2ccnc2)n1	-1.0	-0.2	0.4	2.9	2.6	-3.1	-7.3	-5.3	99.5	-1.8
Cc1cc(C(=O)N(CCC#N)Cc2cccs2)no1	0.9	-0.8	-2.9	-4.3	1.6	4.2	-6.5	2.4	.	-0.9
O=C(Cc1ncc(C(F)(F)F)cc1Cl)NCCc1ccccn1	5.8	-1.0	-0.6	11.2	-2.7	-4.0	-1.4	-10.3	104.0	-1.4
O=C(NCc1ccc(F)cc1)c1ccc(S(=O)(=O)N2CCCC2)cc1	2.7	.	-0.9	.	.	.	-0.8	.	107.7	.
CCOC(=O)c1cc(C(=O)OCC)c(=O)[nH]c1N1CCCCC1	-0.6	-1.1	-2.3	5.2	-1.9	-3.3	1.6	0.2	85.8	-2.9
Cc1cccc(OCCCSc2nc3ccc(C)cc3[nH]2)c1	-1.1	0.2	-7.9	-6.6	-3.8	1.8	-7.0	-0.3	99.1	-0.1
COc1ccc2c(c1)NC(c1ccc(N(C)C)cc1)c1cccn1-2 (stereo not given)	3.0	-0.8	-23.9	15.0	-7.6	-3.6	3.1	-1.9	111.0	-4.7
Cc1nc2ccccn2c1-c1csc(Nc2cccc(C(=O)O)c2)n1	0.2	0.9	-2.5	49.5	4.4	.	-0.6	0.3	97.4	-0.7
Nc1ncc(N=Nc2cc(C(=O)O)ccc2Cl)s1	-1.9	11.9	.	-6.0	-8.7	1.9	2.1	-6.7	100.3	-0.5
O=C(/C=C/c1ccccc1O)c1ccco1	-3.4	-1.1	10.8	2.8	-8.8	-0.4	3.1	-1.6	122.5	0.9
CCCSC1=N/C(=C/c2ccsc2)C(=O)N1c1ccccc1	3.9	0.1	-4.8	-3.6	1.1	-0.1	-5.2	-4.8	90.6	-1.3
CC(=O)Nc1ccc(NC(=O)CSc2nc(N)c(NC(=O)c3ccco3)c(=O)[nH]2)cc1	-0.3	-1.7	2.3	43.0	-2.8	-0.9	-1.9	-2.6	100.7	-0.5
CC(=O)N1CCN(c2ccc(NC(=O)C(c3ccccc3)c3ccccc3)cc2)CC1	-1.6	-0.4	3.6	-12.1	1.9	-7.3	2.5	-2.2	38.0*	.
O=C(/C=C/c1cccc(Cl)c1)N1CCC(Cc2ccccc2)CC1	1.6	-1.1	-5.1	-10.6	-3.8	-4.0	-17.1	-10.7	100.6	-1.6
Cc1ccc(Nc2c(-c3ccc(C)o3)nc3ncccn23)cc1	-3.3	-1.5	14.2	-11.4	-1.2	2.7	2.4	-1.0	100.8	-1.7
O=C(CCc1ccccc1)Nc1ccncc1	2.0	-0.5	-0.5	1.4	-7.0	-1.3	-1.2	-9.0	99.8	-0.8
CCN1C(=O)/C(=C/c2cc(C)n(C)c2C)SC1=Nc1ccc(OC)cc1	-0.9	-0.5	1.7	8.7	-0.3	-1.3	-0.6	2.7	108.5	1.2
Cc1c(NC(=O)CSc2nncn2-c2ccccc2)c(=O)n(-c2ccccc2)n1C	-2.3	0.6	-4.0	-3.4	-4.7	-3.7	-2.3	-16.1	99.2	-2.9
CCC(C(=O)NC1CCCCCC1)c1ccccc1 (stereo not given)	1.9	0.4	-2.1	19.8	4.0	.	-3.5	-9.4	103.6	-0.5
COc1cc(C(=O)Nc2nnc(CC(=O)N3CCOCC3)s2)cc(OC)c1OC	-1.9	0.0	-0.5	14.4	-1.1	2.5	1.4	-0.9	100.8	-1.3
Cc1cn(CC(=O)NCC(C)c2ccccc2)c(=O)[nH]c1=O (stereo not given)	3.6	0.1	.	9.8	-0.9	-1.6	-0.1	-4.3	101.5	0.5
O=C1COc2ccc(C(=O)/C=C/c3ccccc3)cc2N1	0.7	0.0	18.4	3.3	-4.7	-1.4	3.8	0.2	102.3	-0.3
CS(=O)(=O)Cc1ccc(C(=O)N(CCc2ccccc2)Cc2ccccc2)cc1	0.2	0.0	3.8	13.6	0.6	-3.3	2.5	-4.4	.	-2.8
COc1ccc(O)c(CN2CCN(CCc3ccccc3)C(CCO)C2)c1 (stereo not given)	1.1	-0.6	2.2	38.7	-0.7	0.6	-1.5	2.0	96.5	-1.1
CC1Cn2c(nnc2-c2cc3ccccc3cc2O)S1 (stereo not given)	2.1	-1.8	-1.2	22.2	-1.2	-4.1	0.2	11.3	87.7	-3.3
COc1ccc(S(=O)(=O)N2CCCCCC2)cc1N(C)S(=O)(=O)c1ccc(Cl)cc1	-0.2	-2.2	-8.4	-18.2	-5.0	-0.5	-3.4	-5.1	120.1	-1.8

Two entries from above, with bars between the fields.
Molecule | V-ATPase pHluor | LANA DNA inh | NSD2 HMT inh | Arr AP2 block | Keap1 Nrf2 FP | CAL PDZ FP-1 | DAGLB inhibitor | Cardiac RTF inh | Pemphigus Ab inh | CAL PDZ FP-2
COc1cc(C(=O)Nc2nnc(CC(=O)N3CCOCC3)s2)cc(OC)c1OC | -1.9 | 0.0 | -0.5 | 14.4 | -1.1 | 2.5 | 1.4 | -0.9 | 100.8 | -1.3
CC(=O)Nc1ccc(NC(=O)CSc2nc(N)c(NC(=O)c3ccco3)c(=O)[nH]2)cc1 | -0.3 | -1.7 | 2.3 | 43.0 | -2.8 | -0.9 | -1.9 | -2.6 | 100.7 | -0.5

(more compounds)
SMILES	V-ATPase pHluor	LANA DNA inh	NSD2 HMT inh	Arr AP2 block	Keap1 Nrf2 FP	CAL PDZ FP-1	DAGLB inhibitor	Cardiac RTF inh	Pemphigus Ab inh	CAL PDZ FP-2
CCCCn1c(SCc2cccnc2)nc2c1c(=O)n(C)c(=O)n2C	1.3	-1.2	2.4	-1.2	-2.5	-2.1	1.9	-12.4	100.8	-1.4
Cc1ccc(OCCOc2ccc(Br)cc2)c([N+](=O)[O-])n1	-1.9	1.6	-0.3	-1.7	0.3	-4.3	-4.5	-1.7	107.6	-1.1
CCCc1cc(=O)oc2cc(C)cc(OC(C)C(=O)NCc3cccnc3)c12 (stereo not given)	2.2	-0.7	-3.7	-7.4	0.5	3.9	3.2	-1.9	98.7	-1.0
CC(NC(=O)Nc1ccc(Br)cc1)C(C)(C)C (stereo not given)	-2.6	-0.4	0.6	-5.0	4.1	-1.1	-3.9	-6.1	107.3	-3.5
CCCCN(CCCC)CCCNC(=O)Cn1cc2c(n1)-c1c(oc(C(=O)N3CCCC3)c1C)CC2	-0.8	-0.8	17.0	29.1	-2.7	2.1	-0.2	-0.2	101.3	-0.7
CCOC(=O)C1(CCCc2ccccc2)CCN(C(=O)C(C)n2cncn2)CC1 (stereo not given)	-4.4	-0.3	-0.9	-3.6	0.5	4.7	2.3	-0.2	102.9	-0.2
COc1ccc2c(=O)c3c(=O)n(Cc4ccco4)c(C(C)C)nc3oc2c1	-1.3	0.4	.	1.0	-2.0	-6.4	3.3	12.6	.	-2.2
CCOc1ccccc1C(=O)NCCCn1ccnc1	2.1	-0.6	-0.6	2.9	-3.6	0.0	0.6	2.2	.	-1.9
O=C(CC1S/C(=N/N=C/c2cccs2)NC1=O)Nc1ccc(Cl)cc1 (stereo not given)	-0.1	0.4	-2.3	5.6	-3.4	0.4	2.4	-2.3	109.4	-1.2
COc1ccccc1OCC(=O)Nc1ccc(CSc2ccccc2)cc1C	-1.2	-0.3	0.1	2.4	-3.7	-7.1	-9.2	9.4	.	-0.7
Cc1nc2ccc(C(=O)O)cc2nc1C	-3.6	-0.6	-1.0	5.1	-2.2	-2.2	-1.2	-3.1	108.6	0.0
O=C(Nc1nccs1)c1ccc2c(=O)n3c(nc2c1)CCCCC3	-1.2	1.0	-1.4	1.1	-4.4	16.6	2.2	-0.8	102.5	-1.1
COc1ccc(NC(=O)C(C)SCc2ccccc2)cc1OC (stereo not given)	-2.1	1.3	9.1	-6.8	2.7	-0.1	2.5	-0.8	101.5	-0.6
CC(=O)N(CC1CCCO1)c1nnc(-c2cnccn2)s1 (stereo not given)	-5.1	-0.5	-5.7	-8.8	1.8	-1.3	0.9	-5.1	98.2	.
O=C(c1ccco1)N1CCN(c2ncnc3c(-c4ccc(Cl)cc4)nsc23)CC1	-1.2	0.6	.	-1.8	1.4	-0.1	0.6	-3.0	108.8	-1.9
COCCOc1nc2ccccc2nc1C	3.6	0.0	6.6	17.3	-0.7	0.3	-0.5	-2.1	98.5	-0.6
O=C(O)CCCNC(=O)Nc1ccccc1	2.6	3.1	.	4.4	-4.4	-1.7	-1.7	-4.2	98.5	-0.1
Cc1ccc(S(=O)(=O)N(C)CCCC(=O)N2CCOCC2)cc1	-0.4	1.7	0.1	-1.1	-2.8	-0.1	0.9	-2.3	102.2	-1.6
Cn1ccnc1SCC(=O)Nc1ccc2c(c1)OCCO2	2.2	-0.4	-1.8	-10.4	-1.7	8.5	-1.5	-3.0	109.8	-0.3
COc1ccc(CCN2CC(C(=O)NCCc3ccccc3C)CCC2=O)cc1 (stereo not given)	2.8	0.9	-3.4	3.4	-5.0	-0.8	0.9	-6.3	.	-1.7
Cc1cccn2c(CNCCc3ccco3)c(C(=O)N3CCOCC3)nc12	-3.3	1.7	-3.0	-23.6	-4.7	.	3.0	-3.4	.	0.1
COc1ccc(/C=C(/C(=O)c2cccs2)N2C=CC=CC2=C(C#N)C#N)cc1	-3.9	5.2	-5.3	-1.1	1.0	0.0	-4.8	-14.9	105.9	-0.7
Cc1ccc(CS(=O)(=O)Cc2ccc(C(=O)NCCc3ccccc3)o2)cc1	1.9	1.4	.	22.1	1.2	-2.9	-5.6	7.8	94.0	-1.7
CCN(CC)S(=O)(=O)c1ccc(NC(=O)CSc2nnc(-c3cccc(OC)c3)n2C)cc1	3.0	-1.3	-3.7	-5.4	-0.3	1.8	-0.6	-10.5	105.3	-0.6
COC(=O)c1cc(NC(=O)CC2NCCNC2=O)cc(C(=O)OC)c1 (stereo not given)	-1.9	1.1	-11.9	1.3	-6.4	-1.6	0.9	-10.5	100.7	3.7
COc1cc(C)c(S(=O)(=O)NCc2cccs2)cc1C	1.6	-0.7	-3.4	23.4	4.5	-0.7	2.0	-5.6	96.6	-0.9
O=C1CC(Nc2ccccc2)C(=O)N1Cc1ccccc1 (stereo not given)	-4.1	-0.3	-0.7	-0.2	1.1	-2.0	-2.9	-10.2	100.7	-3.1

Bioassay records deposited in PubChem by several laboratories.

The list is partial. The share of hits here may be higher or lower than overall.
